Bioassay records (PubChem BioAssay)
STK33 inh: human STK33 kinase inhibition | Q9BYT3 | purified STK33, MBP phosphorylation, ADP-Glo luminescence | inhibition, % at 10 µM | actives 0.073% (n = 320,000) | AID 2661;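 active = inhibition at or above 25%, using the most active replicate where run in duplicate; inactive = inhibition below 25%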
Target sequence (Q9BYT3 whole entry, looked up): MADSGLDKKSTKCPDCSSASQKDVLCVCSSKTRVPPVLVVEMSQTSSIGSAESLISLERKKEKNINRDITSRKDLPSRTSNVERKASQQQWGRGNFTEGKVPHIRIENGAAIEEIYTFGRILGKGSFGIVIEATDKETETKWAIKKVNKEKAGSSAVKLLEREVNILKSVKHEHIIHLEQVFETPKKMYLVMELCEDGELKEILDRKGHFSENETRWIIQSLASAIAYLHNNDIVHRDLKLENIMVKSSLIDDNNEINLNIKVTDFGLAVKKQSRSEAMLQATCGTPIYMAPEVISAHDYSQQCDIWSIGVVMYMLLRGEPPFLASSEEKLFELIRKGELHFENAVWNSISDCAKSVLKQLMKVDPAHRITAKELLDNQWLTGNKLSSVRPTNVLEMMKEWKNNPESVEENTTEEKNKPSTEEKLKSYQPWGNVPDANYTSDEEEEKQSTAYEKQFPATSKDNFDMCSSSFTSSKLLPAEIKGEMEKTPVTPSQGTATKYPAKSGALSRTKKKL
Kir21 inh: inhibitors of mouse Kir2.1 inward-rectifier potassium channel. AID 1672. HEK293-Kir2.1, FluxOR thallium flux fluorescence; hits give low values. actives 0.85% (n = 310,000). B-score at 10 µM. P35561;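 active = fluorescence ratio B-score at or below minus 3 SD of library scores, with starting-brightness B-score within 2 SD, cut at about -4.2 in these data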;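 also: channel flux triggered by added potassium and thallium sulfate stimulus; B-score of peak minus minimum fluorescence over baseline after thallium stimulus; more negative B-score means stronger Kir2.1 block with less thallium influx; some compounds called inactive have numbers as strong as hits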
Target sequence (P35561 whole entry, looked up): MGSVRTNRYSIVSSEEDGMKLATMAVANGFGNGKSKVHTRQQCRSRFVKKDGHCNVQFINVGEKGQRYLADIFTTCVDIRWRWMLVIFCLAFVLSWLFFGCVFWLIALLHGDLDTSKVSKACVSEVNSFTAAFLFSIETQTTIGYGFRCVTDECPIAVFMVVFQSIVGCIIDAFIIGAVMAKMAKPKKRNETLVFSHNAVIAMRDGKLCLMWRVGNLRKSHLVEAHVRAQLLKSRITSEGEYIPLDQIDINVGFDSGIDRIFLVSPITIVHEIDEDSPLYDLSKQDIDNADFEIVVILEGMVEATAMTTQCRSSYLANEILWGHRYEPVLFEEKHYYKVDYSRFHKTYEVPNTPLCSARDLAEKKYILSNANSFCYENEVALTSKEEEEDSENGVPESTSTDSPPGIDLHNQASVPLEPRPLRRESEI
* marks the source's active call; other numbers are inactive results; · = not tested or not shown. A portion of the library (hit frequency here may not be typical).

Start of the listing, in advance:
SMILES	STK33 inh	Kir21 inh
COc1ccc(C(=O)CC2C(=O)N(C)C(=O)N(C)C2=O)cc1	1.4	0.17
CN(C)P(=NC(=S)c1cccn1C)(N(C)C)N(C)C	-0.9	0.72
Cc1ccsc1CNCCc1ccccc1F	-0.5	2.9
O=c1[nH]c(=O)n(CCc2ccc(F)cc2)c(O)c1C=NCCCN1CCOCC1	-0.7	0.68
O=c1c2ccccc2nc(-c2ccco2)n1-c1ccccc1	-1.3	1.1

The list itself, from the start:
SMILES	STK33 inh	Kir21 inh
COc1ccc(C(=O)CC2C(=O)N(C)C(=O)N(C)C2=O)cc1	1.4	0.17
CN(C)P(=NC(=S)c1cccn1C)(N(C)C)N(C)C	-0.9	0.72
Cc1ccsc1CNCCc1ccccc1F	-0.5	2.9
O=c1[nH]c(=O)n(CCc2ccc(F)cc2)c(O)c1C=NCCCN1CCOCC1	-0.7	0.68
O=c1c2ccccc2nc(-c2ccco2)n1-c1ccccc1	-1.3	1.1
NC(=O)CN1CC(c2ccccc2)CC1=O (stereo not given)	-0.4	0.6
CNCCc1ccccc1	-1.9	0.86
COc1ccc2c(c1OC)CN1CCc3cc4c(cc3C1C2)OCO4 (stereo not given)	3.0	0.19
Cc1ccc(S(=O)(=O)Nc2cc(C(=O)N3CCC4(CC3)OCCO4)ccc2N2CCCCC2)cc1	-0.6	0.38
Fc1ccc(C(OCCN2CCCC2)c2ccc(F)cc2)cc1	-0.5	-2.9
CCCCCn1c(=O)c(C(=O)Nc2nc3ccccc3[nH]2)c(O)c2ccccc21	-1.1	0.01
COC(=O)C1=C(c2ccc(F)cc2OCc2ccccc2)C[C@@H]2CC[C@H]1N2C(=O)NCc1ccc(C(F)(F)F)cc1	-0.3	·
C[C@]12CCC3C(CC[C@H]4C[C@@H](O)CC[C@]34C)C1C[C@@H](N)[C@@H]2O (stereo not given in full)	0.7	·
Oc1ccc(/C=N/NP(=S)(c2ccccc2)c2ccccc2)c(O)c1O	1.5	-1.1
CCOP(=S)(OCC)Oc1cc(C)oc(=O)c1	-0.8	-2
C[C@]12CCC(=O)C=C1CC[C@@H]1[C@@H]2CC[C@]2(C)C(=O)CC[C@@H]12	0.2	0.76
O=[N+]([O-])c1ccc(N2CCCNCC2)c2ncccc12	2.4	-2.2
CCOCCCNC(=O)CN1C2CCC1CC(O)(c1ccc(OC)cc1)C2 (stereo not given)	-0.3	0.21
Nc1c(C(=O)NCc2ccco2)c2nc3ccccc3nc2n1CCN1CCOCC1	1.0	1.3
CCN(C(=O)COC(=O)c1cn(C)c2ccccc12)c1ccc(F)cc1	-0.1	·
CCOP(=O)(/C=C(\Cl)c1ccccc1)C(O)c1ccc(F)cc1 (stereo not given)	-1.9	-1.9
COc1cccc(C(=O)C2CN(C)CC2c2ccc(Cl)cc2)c1 (stereo not given)	-2.4	-7.1*
CC1CCN2c3nc4ccccn4c(=O)c3CC3(C(=O)N(C)C(=O)N(C)C3=O)C2C1 (stereo not given)	-1.9	0.51
COC(=O)C1=C(c2ccc(Cl)c(C(F)(F)F)c2)C[C@@H]2CC[C@H]1N2C(=O)N1CCC(O)(c2ccc(Cl)cc2)CC1	-0.9	·
O=[N+]([O-])c1cc2c(cc1CNCCc1ccc3c(c1)OCO3)OCO2	-1.4	-0.19

Given with each value named: part of the list above.
canonical_smiles: O=c1c2ccccc2nc(-c2ccco2)n1-c1ccccc1
  STK33 inh: -1.3
  Kir21 inh: 1.1
canonical_smiles: O=[N+]([O-])c1cc2c(cc1CNCCc1ccc3c(c1)OCO3)OCO2
  STK33 inh: -1.4
  Kir21 inh: -0.19

(listing goes on)
SMILES	STK33 inh	Kir21 inh
COc1ccc(C(=O)C2CCCN(Cc3cnc(C)s3)C2)c(OC)c1 (stereo not given)	-0.6	1.1
CCN(CC)N=O	-0.4	·
C=C(C=O)CC1CC(O)[C@]2(C)OC3C[C@@H]4OC5C[C@]6(C)O[C@]7(C)CCC8OC9C[C@]%10(C)OC(/C(C)=C\CO)C(O)CC%10OC9CC(C)C8OC7CC6O[C@]5(C)C/C=C\C4OC3CC2O1 (stereo not given in full)	-1.4	·
CCCCn1c(O)c(C(C)=NCc2cc(OC)cc(OC)c2)c(=O)[nH]c1=O	-0.8	0.12
NC(=S)c1cn(C2OC(CO)C(O)C2O)c2ncnc(N)c12 (stereo not given)	67*	-1.2
COc1ccc(CN2CCN(C(=O)COc3ccc4ccccc4c3)CC2)c(OC)c1	0.2	-3.3
COc1cc(C(C)=O)ccc1OC(=O)N(C)c1ccccc1	0.0	1.9
O=C(/C=C/c1ccc2c(c1)OCO2)c1c(O)n(CCc2ccccc2)c(=O)[nH]c1=O	0.0	0
O=C1NC(=S)NC(=O)C1C/C=C/c1ccccc1	0.6	-0.38
O=C1CCCN1CC#CCN1CCCC1	-0.4	-1.1
CCOC(=O)c1cc(C)n(CCc2cnc[nH]2)c1C	-0.4	0.8
Cc1c(OC(=O)N(C)C)ccc2c1O/C(=C\c1ccco1)C2=O	0.7	-0.14
CCCCC(=O)N/N=C/c1c(O)n(CCc2ccccc2)c(=O)[nH]c1=O	0.0	0.01
CCCCn1c(O)c(/C=C2/C=CC=N2)c(=O)[nH]c1=O	-0.1	-0.89
CCCCn1c(N)c(C(=O)OCC2CCCO2)c2nc3ccccc3nc21 (stereo not given)	-0.4	1.5
COC(=O)[C@@]1(Cc2ccc(F)cc2)[C@H]2c3cc(C(=O)N(C)C)[nH]c3C[C@H]2CN1C(=O)c1ccccc1	-0.3	·
CCCCN1C(=O)/C(=C\c2ccco2)C(=O)N(CCc2ccccc2)C1=O	-4.8	1.4
OC(c1ccc(F)cc1)(c1ccc(F)cc1)[C@@H]1CCCN1	-1.5	0.79
Cn1c(O)c(C(=O)c2ccccc2Cl)c(=O)n(C)c1=O	-2.0	1.4
CC[C@]12CC[C@H](O)CC1=CCC1C2CC[C@]2(C)C(=O)CCC12 (stereo not given in full)	-0.6	·
NC(C(=O)O)c1cc(=O)[nH]o1 (stereo not given)	0.0	·
C(#CCN1CCOCC1)COCC#Cc1ccccc1	0.0	-2.2
CCN(CC)P(=O)(/C=C(\Cl)c1ccccc1)/C=C(\Cl)c1ccccc1	0.5	0.8
c1cncc(CNC2=NCCC2)c1	-0.4	-0.38
O=C(C(=O)N1CCOCC1)c1cn(Cc2c(F)cccc2Cl)c2ccccc12	-0.6	2.5

One compound at a time, from the list above:
`C[C@]12CCC3C(CC[C@H]4C[C@@H](O)CC[C@]34C)C1C[C@@H](N)[C@@H]2O` (stereo not given in full) is listed as STK33 inh: 0.7; Kir21 inh: ·
`CC1CCN2c3nc4ccccn4c(=O)c3CC3(C(=O)N(C)C(=O)N(C)C3=O)C2C1` (stereo not given) is listed as STK33 inh: -1.9; Kir21 inh: 0.51

Additional results follow.
SMILES	STK33 inh	Kir21 inh
CCOP(=O)(Cc1ccccc1)OCC	1.7	-0.76
C[C@H]1CCC[C@@H](O)CCC/C=C/c2cc(O)cc(O)c2C(=O)O1	23	0.01
Cc1ccc(NC2=NCCCS2)cc1Cl	-0.6	0.01
O=C(O)C1C2CCC(O2)C1C(=O)Nc1cccc(Br)c1 (stereo not given)	0.5	1.6
CCN(CC)CCC(=O)O[C@H]1CC[C@]2(C)C3CC[C@@]4(C)C(CC[C@]4(C)O)C3CC[C@H]2C1 (stereo not given in full)	-0.1	·
COc1cccc(-n2c(/C=C/c3ccc(O)c(O)c3)nc3ccccc3c2=O)c1	-0.1	-1.9
CN1[C@H]2CC[C@@H]1C(C(=O)N1CCOCC1)=C(O)C2	-1.8	·
CC(=NCCCO)c1c(O)n(Cc2ccccc2)c(=O)[nH]c1=O	-1.1	0.42
O=C(CN1CCCCC1)c1cccc(Br)c1	0.2	0.43
CN(C)c1ccc(C=C2C(=O)NC(=O)NC2=O)cc1[N+](=O)[O-]	2.7	-0.76
O=C(Nc1ccccc1)N1CC2CC(C1)c1cccc(=O)n1C2 (stereo not given)	-1.3	-0.72
CC(=O)OC1(c2ccccc2)CCN(C2CCCCC2)CC1C (stereo not given)	-1.3	0.71
C#CCOCOCC#CCN(CC)CC	0.3	0.11
C=CCn1c(O)c(C(C)=NCCCO)c(=O)[nH]c1=O	-2.3	-0.03
COc1ccc(C(=O)CN2CCCCC2)cc1	-1.5	2
Cc1ccc(-n2c(C)nc3cc(Cl)ccc3c2=O)nc1	-0.3	0.73
O=C1CN=C(c2cc([N+](=O)[O-])ccc2Cl)c2cc([N+](=O)[O-])ccc2N1	-3.3	0.2
Nc1ccc(N=Nc2ccccc2)cc1	-1.8	0.5
O=C(c1cc2cc(Br)ccc2[nH]1)N1CCC2(CC1)OCCO2	1.0	-0.07
CC(C)NC(=O)Cn1cc(C(=O)c2ccccc2F)c2ccccc21	1.1	-0.68
C[C@](N)(CCP(=O)(O)O)C(=O)O	0.3	·
CN1CCN(/N=C/c2c[nH]c3ccccc23)CC1	-0.4	-0.08
CCCNc1oc(-c2cccc3ccccc23)nc1C#N	-2.1	-0.34
O=C1NC(=O)N(Cc2cccs2)C(=O)/C1=C/c1ccc(N2CCOCC2)cc1	-1.7	2.7
CCOc1ccc2nc(N=Nc3c(O)[nH]c(=S)[nH]c3=O)sc2c1	-0.5	0.95

The list goes on:
SMILES	STK33 inh	Kir21 inh
Cc1cccc(C)c1NC(=O)CN(C)CC(=O)Nc1ccc(C#N)c(Cl)c1	1.6	-1.5
O=C1CN(O)C(c2ccccc2Cl)=c2cc(Br)ccc2=N1	-1.9	0.99
O=c1c2ccccc2nc(/C=C/c2ccc(O)c(O)c2)n1-c1ccccc1	-0.1	-0.65
CCOC(=O)c1ccc(N=C(CC)c2c(O)n(C)c(=O)n(C)c2=O)cc1	0.5	0.23
O=C(Cn1ncc2c3ccccc3n(Cc3cccc(Cl)c3)c2c1=O)N1CCC2(CC1)OCCO2	-0.6	0.18
O=C(c1cc([N+](=O)[O-])ccc1N1CCNCC1)N1CCOCC1	0.6	0.36
CCOP(=S)(NN(Cc1ccccc1)C(=O)c1ccccc1)OCC	-2.9	-2.7
CCN(CC)CCOC(=O)c1cc2cc(COC)ccc2o1	-1.1	-0.72
Cc1nc2c(c(=O)[nH]1)C(c1ccc([N+](=O)[O-])cc1)c1c(c3ccccc3oc1=O)O2 (stereo not given)	-0.9	0.35
O=C(Nc1ccc(C(F)(F)F)cc1)c1cccn(Cc2ccc3c(c2)OC(F)(F)O3)c1=O	-0.4	-1.3
Cc1ccc(C(c2nnnn2Cc2ccccc2)N2CC=C(c3ccc(F)cc3)CC2)cc1 (stereo not given)	-1.7	-1.4
NC1=Nc2ccccc2Oc2ccccc21	2.6	-0.88
COC(=O)C1=C(c2ccc(S(C)(=O)=O)cc2)C[C@@H]2CC[C@H]1N2C(=O)NCc1ccc(C(F)(F)F)cc1	0.1	0.2
CN1CCN(c2ccc(N)cc2)CC1	0.4	0.16
COc1ccc(C(=O)CN2CCOCC2)cc1F	1.0	-0.2
O=c1[nH]c(=S)n(C2CC2)c(O)c1C=Nc1ccc2c(c1)OCO2	-0.6	-0.11
CNC(=O)Nc1ccc(C(O)(C(=O)OC)C(F)(F)F)cc1 (stereo not given)	0.1	-0.26
COc1cc(/C=N/n2cnnc2)ccc1OC(=O)N(C)C	0.1	-1.6
CN1C(=O)C(=Cc2sc(=O)n(-c3ccccc3)c2N2CCCCC2)C(=O)N(C)C1=O	·	-0.01
COc1ccccc1/C=C1\C(=O)NC(=S)N(c2ccccc2)C1=O	-0.9	1.4
COC(=O)C1=C(c2ccc(OCc3ccccc3)cc2)C[C@@H]2CC[C@H]1N2C(=O)NCc1ccc(OC)c(OC)c1	-1.0	·
Cc1cc(OCC(=O)NCc2ccncc2)c2c3c(c(=O)oc2c1)CCC3	-1.4	1.3
Cc1cc(C)n2nc(SCC(=O)N3CCC4(CC3)OCCO4)nc2n1	-1.2	-1.5
c1ccc(CCNCc2ccccc2)cc1	2.2	-0.07
CN1CCC(N(C)c2nc(-c3ccc([N+](=O)[O-])cc3)nc3ccccc23)CC1	·	-0.34

Remaining list, next part
SMILES	STK33 inh	Kir21 inh
CCC(=Nc1ccc2c(c1)CCC2)c1c(O)n(C2CCCCC2)c(=O)[nH]c1=O	1.2	-1.8
COC(=O)C1=C(N)Oc2c(c(=O)oc3ccccc23)C1c1cccnc1 (stereo not given)	0.9	-0.22
COc1ccc(CN2CCN(c3ccccc3F)CC2)cc1O	-0.2	0.05
C[N+]1(CC2COC(c3ccco3)O2)CCCCC1 (stereo not given)	-0.9	1.8
Cc1ccc(C(=O)NC2CC3CCC(C2)N3)cc1 (stereo not given)	1.1	0.95
Cc1ccc(OCCOc2cccc(C=C3C(=O)NC(=O)NC3=O)c2)c(C)c1	-1.2	1.9
O=P(O)(Oc1ccccc1)OC(c1ccccc1)C(F)(F)F (stereo not given)	-1.3	-0.61
CCN(CC)CCCN=C(C)c1c(O)n(C2CCCCC2)c(=O)[nH]c1=O	0.3	-0.82
COc1cc2c(cc1OC)-c1c(OC)c(OC)c(OC)c3ccnc(c13)C2=O	12	-1.4
COC(=O)C1=C(c2ccc(-c3ccccc3)c(F)c2)C[C@@H]2CC[C@H]1N2C(=O)NC1Cc2ccccc2C1	0.5	·
O=C1C2CCCN2C(c2cccnc2)N1c1nccs1 (stereo not given)	-1.5	-0.36
COc1ccc2c(c1O)-c1cccc3c1[C@@H](C2)N(C)CC3	-1.5	-0.89
CN(C)C(=O)Oc1ccc(C(=O)c2ccccc2)cc1	-0.3	0.66
CC1(C)OC(c2ccccc2)=C/C(=C/C=C2C(=O)NC(=S)NC2=O)O1	2.4	-3.3
O=C(Nc1cccc(Cl)c1)c1c(O)c2c(n(Cc3ccco3)c1=O)CCCC2	2.1	0.51
Cc1nn(Cc2ccccc2)c(C)c1C(=O)OCC(=O)NC1CCS(=O)(=O)C1 (stereo not given)	-1.1	0.18
Cc1cc(C=C2C(=O)NC(=O)NC2=O)c(C)n1-c1ccc2c(c1)OCO2	-0.6	-1.2
Cc1cc(C)cc(NC(=O)CCNC(=O)N2C[C@H]3C[C@@H](C2)c2cccc(=O)n2C3)c1	7.2	-0.8
